Screening data deposited in PubChem BioAssay by several laboratories.
V-ATPase pH: regulators of yeast V-ATPase proton pumping, primary screen, pHLuorin cytosolic pH fluorescence; S. cerevisiae; 350,000 tested, 0.37% active; response, % at 10 µM; in the data active means response mostly above about 7.3%, no sharp cut-off; inactive means mostly below about 5.4%; further: actives read high; inactives centre near 0; some compounds called inactive have numbers as strong as hits; reference of the scale not given here
HTR5A inv ctr: HTR5A inverse agonists in luminescence cell assay, primary screen, counter-screen for OPRM1-OPRD1 heterodimer inverse agonist project, full-deck HTS. 5-hydroxytryptamine receptor 5A (Homo sapiens), P47898. HTR5A cell line, inverse agonism. inhibition, % at 9.3 µM. 340,000 tested, 0.083% active. AID 504634, 2011; in the data active means inhibition mostly above about 23%, no sharp cut-off; inactive means mostly below about 18%;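 further: 0% = cells with DMSO and 100% = no-cell wells with DMSO; some compounds called inactive have numbers as strong as hits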
Target sequence (P47898 whole entry, looked up): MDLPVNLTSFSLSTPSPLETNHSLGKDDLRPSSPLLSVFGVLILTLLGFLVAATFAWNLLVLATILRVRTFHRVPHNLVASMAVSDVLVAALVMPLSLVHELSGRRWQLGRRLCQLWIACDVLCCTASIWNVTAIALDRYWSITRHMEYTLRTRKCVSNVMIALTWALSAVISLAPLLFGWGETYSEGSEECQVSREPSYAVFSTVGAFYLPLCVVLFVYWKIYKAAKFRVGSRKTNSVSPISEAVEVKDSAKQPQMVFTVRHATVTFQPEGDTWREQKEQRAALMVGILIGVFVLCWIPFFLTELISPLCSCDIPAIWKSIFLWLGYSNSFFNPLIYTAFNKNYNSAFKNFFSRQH
DAGLB inh: DAGLB lipase inhibitors, primary screen, biochemical, fluorescence, HTS | 340,000 tested, 0.059% active | Diacylglycerol lipase-beta (Homo sapiens), Q8NCG7 | inhibition, % at 5.17 µM | HEK293T DAGLB membrane lysate, EnzChek fluorogenic substrate; in the data active means inhibition above about 34%;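 further: 0% = enzyme with vehicle and 100% = wells lacking enzyme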
Target sequence (Q8NCG7 whole entry, looked up): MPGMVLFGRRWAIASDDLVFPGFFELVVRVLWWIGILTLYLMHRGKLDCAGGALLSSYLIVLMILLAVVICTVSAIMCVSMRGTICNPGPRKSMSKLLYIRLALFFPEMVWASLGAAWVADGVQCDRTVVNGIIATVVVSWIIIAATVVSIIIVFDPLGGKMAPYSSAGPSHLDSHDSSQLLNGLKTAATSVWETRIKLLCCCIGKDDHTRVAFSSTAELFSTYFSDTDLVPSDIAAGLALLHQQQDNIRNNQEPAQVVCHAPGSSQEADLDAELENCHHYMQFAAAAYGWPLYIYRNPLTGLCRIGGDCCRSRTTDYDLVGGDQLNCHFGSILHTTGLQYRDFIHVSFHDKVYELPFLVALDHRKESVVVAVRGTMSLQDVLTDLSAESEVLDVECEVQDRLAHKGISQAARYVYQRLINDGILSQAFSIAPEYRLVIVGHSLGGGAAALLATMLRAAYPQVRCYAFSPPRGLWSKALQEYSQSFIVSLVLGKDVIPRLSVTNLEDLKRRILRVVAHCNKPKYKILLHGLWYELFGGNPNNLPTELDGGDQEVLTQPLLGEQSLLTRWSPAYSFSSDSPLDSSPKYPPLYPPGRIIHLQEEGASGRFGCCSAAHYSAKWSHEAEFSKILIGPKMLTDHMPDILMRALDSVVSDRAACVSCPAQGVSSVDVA
HTR5A ag ctr: HTR5A agonists in luminescence cell assay, primary screen, counter-screen for OPRM1-OPRD1 heterodimer agonist project, full-deck HTS; 5-hydroxytryptamine receptor 5A (Homo sapiens), P47898; 340,000 tested, 0.61% active; activation, % at 9.3 µM; cell-based; in the data active means activation mostly above about 9.5%, no sharp cut-off; inactive means mostly below about 7.6%;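 further: 0% = cells with vehicle only and 100% = reference agonist; strong numbers were not always called active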
Pemphigus Ab inh: inhibitors of pemphigus antibody binding to DSG3, primary screen, biochemical, bead-based, flow cytometry, scFv-GFP. binding (percent of control), % at 10 µM. DSG3-coupled beads, scFv-anti-DSG3-GFP binding; stronger effect = lower value. Desmoglein-3 (Homo sapiens), P32926. 310,000 tested, 0.48% active;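 active means binding more than 3 SD below its plate's average and above zero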;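 further: hits lower antibody fragment binding to DSG3; some compounds called inactive have numbers as strong as hits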
MOR-DOR ag: agonists of OPRM1-OPRD1 heterodimerization, primary screen, cell-based, luminescence; cells; activation, % at 9.3 µM; 340,000 tested, 0.3% active; Mu-type opioid receptor (Homo sapiens) + Delta-type opioid receptor (Homo sapiens), …; in the data active means activation above about 18%;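 further: 0% = vehicle-treated cells and 100% = reference agonist; values of inactives mirror those of a sister screen read the other way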
PKA-R2B act: activators of PKA-R2B holoenzyme, primary screen, biochemical, fluorescence polarization, Cy5-IP20, human. 340,000 tested, 0.079% active. AID 504700, 2011. activation, % at 11.4 µM. cAMP-dependent protein kinase catalytic subunit beta (Homo sapiens) + cAMP-dependent …. PKA-R2B holoenzyme dissociation; R2B truncated from residue 108, S112A mutant; 0% DMSO only, 100% 113 µM cGMP;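 active means activation above a cutoff set at the mean over all compounds plus 3 SD, cut at about 18% in these data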;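 further: higher means more holoenzyme dissociation and a rise in polarization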
Arrestin-AP2 inh: inhibitors of beta-arrestin/AP2 binding, primary screen, biochemical, GPCR trafficking, flow cytometry; beta-arrestin 1 C-terminal peptide binding to AP2 beta2-adaptin appendage (human); FITC-arrestin peptide / GST-AP2 beads; AP2 beta2 appendage carries R879A mutation; inhibition, % at 10 µM; 340,000 tested, 0.31% active;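 active means inhibition above a set limit, near 3 SD of compounds lacking own fluorescence, cut at about 54% in these data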;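 further: plate controls were DMSO wells for no effect and 5 µM unlabelled arrestin peptide for full effect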
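System: GST-AP2 R879A glutathione beads. Medium: PBS with 0.05% Tween 20 and 0.1% BSA. Also added: FITC-arrestin peptide, 50 nM. Incubation: 12 min plus 1 h, RT. Measured by: high-throughput flow cytometry of beads, ex 488, em 535 nm. Evaluation: percent drop in bead-associated FITC signal.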
OPRM1-OPRD1 inv: inverse agonists of MOR-DOR heterodimerization, primary screen, cell-based, luminescence; inhibition, % at 9.3 µM; Mu-type opioid receptor (Homo sapiens) + Delta-type opioid receptor (Homo sapiens), …; 340,000 tested, 0.21% active; cell-based MOR-DOR heterodimer luminescence, inverse agonism; in the data active means inhibition above about 22%, passing the limit was not always enough;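 further: 0% = cells with DMSO and 100% = wells without cells with DMSO; values of inactives mirror those of a sister screen read the other way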
PKA-R1A act: activators of PKA-R1A holoenzyme, primary screen, biochemical, fluorescence polarization, Cy5-IP20, bovine R1A, mouse PKAc; PKA-R1A dissociation; scaled: DMSO 0%, 113 µM cGMP 100%; AID 504707, 2011; 340,000 tested, 0.083% active; activation, % at 11.4 µM;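 active means percent activation above the mean of all tested compounds plus 3 SD, cut at about 19% in these data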;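 further: higher means more PKAc released from R1A so a rise in polarization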
Numbers without * were called inactive; / = not tested or not shown. Not a hit list; about 2.4% have a hit in one of these screens.

| SMILES | V-ATPase pH | HTR5A inv ctr | DAGLB inh | HTR5A ag ctr | Pemphigus Ab inh | MOR-DOR ag | PKA-R2B act | Arrestin-AP2 inh | OPRM1-OPRD1 inv | PKA-R1A act |
| --- | --- | --- | --- | --- | --- | --- | --- | --- | --- | --- |
| CC(Sc1ncnc2ccccc12)C(=O)Nc1ccc2c(c1)OCO2 (configuration not stated) | 3.0 | -18.8 | 3.3 | 0.7 | 93.1 | -1.1 | -14.8 | -1.1 | 6.1 | -8.5 |
| COc1cccc(N(CC(=O)Nc2cccc(N(C)S(C)(=O)=O)c2)S(C)(=O)=O)c1 | 2.3 | 7.7 | 0.6 | 2.5 | 98.2 | -1.6 | -8.2 | 13.3 | 8.9 | -5.5 |
| O=C(Nc1ccc(OCC(=O)N2CCOCC2)cc1)Nc1cccc(Cl)c1 | -2.2 | 16.8 | 4.0 | 2.9 | 106.2 | -1.2 | -1.4 | 2.3 | 5.9 | -0.8 |
| CN1C(=O)NC(NC(=O)c2ccncc2)(C(F)(F)F)C1=O (configuration not stated) | 0.0 | -18.8 | 0.8 | 7.2 | 89.3 | -2.7 | 3.7 | -0.3 | 13.6 | -2.8 |
| COc1ccc(Cl)cc1CC=NNC(=O)c1ccncc1 | 1.1 | -13.9 | -2.6 | 3.6 | 95.3 | -2.0 | -0.3 | 7.5 | 8.9 | 7.5 |
| CCc1c(O)nc(SCC(=O)Nc2ccccc2OC)[nH]c1=O | 1.8 | -17.7 | -3.6 | 1.5 | 98.2 | -0.3 | -6.4 | -0.5 | 1.5 | -8.9 |
| COc1ccc(S(=O)(=O)N2c3ccccc3OCC2C(C)(C)C)cc1 (configuration not stated) | -1.3 | 4.0 | 0.3 | -1.3 | 104.5 | -1.8 | 2.1 | -6.5 | 8.8 | 4.0 |
| O=C1Cc2ccccc2C(=O)N1c1ccc(F)cc1Cl | -5.0 | -6.4 | 2.5 | 2.2 | 112.8 | 1.2 | 7.7 | -6.1 | -9.9 | 6.6 |
| OCCN1CCN(c2nnc(-c3ccccc3)c3ccccc23)CC1 | -3.0 | -6.6 | -0.2 | 1.7 | 105.3 | -3.2 | 5.9 | 14.5 | 15.0 | -6.8 |
| Cc1ccc(OCC(=O)NCCCNC(=O)c2ccccn2)cc1C | 2.1 | 1.3 | -0.6 | -0.5 | / | 0.5 | 4.6 | -16.5 | -3.4 | -3.9 |
| Cc1ccc(O)c(C(=O)c2cnn(-c3ccc(S(=O)(=O)N4CCOCC4)cc3[N+](=O)[O-])c2)c1 | 0.2 | -8.5 | -0.2 | 3.2 | 92.8 | 0.0 | 6.4 | 6.8 | 0.2 | -0.4 |
| CCN(C[C@H]1N[C@@](C)(C(=O)OC)[C@H]2C(=O)N(C)C(=O)[C@@H]12)C(=O)Nc1ccc(C)cc1 | -3.1 | 9.4 | -1.2 | -2.5 | 102.9 | -2.6 | 3.0 | 0.1 | 12.2 | -4.5 |
| CCc1cccc(C)c1NS(=O)(=O)c1cc(Br)cnc1N | -2.5 | -6.5 | 0.0 | -3.9 | / | 9.7 | -9.4 | 6.8 | -50.1 | -9.2 |
| Cc1cc(C)cc(NC(=O)C(OC(=O)c2cccs2)c2ccccc2)c1 (configuration not stated) | -3.1 | 10.0 | -6.4 | -4.0 | 97.6 | -0.2 | -0.5 | 30.4 | 0.8 | -8.8 |
| CCN1CC(CN(C)Cc2cn(-c3ccc(C)cc3)nc2-c2cccc(C)c2)CC1=O (configuration not stated) | -0.2 | -5.0 | 0.7 | 0.2 | 94.3 | 2.3 | -7.5 | -9.5 | -10.7 | -1.1 |
| Cc1ccc(Cl)cc1NC(=O)COC(=O)CC1CCCCC1 | 5.6 | -3.0 | -6.1 | 1.2 | / | 8.1 | -7.0 | 22.1 | -31.6 | -4.0 |
| COc1ccc(C(=O)Nc2cccc(OC)c2)cc1 | -2.9 | -4.3 | -1.2 | 7.9 | 110.3 | -0.5 | -5.5 | 31.3 | 2.5 | 3.5 |
| Cc1cc(-c2ccco2)n(CC(=O)O)n1 | -1.4 | -25.1 | -1.6 | 10.7 | 95.6 | -1.9 | -14.3 | -1.1 | 10.7 | -0.3 |
| CC(=O)c1cccc(NC(=O)c2cccc(S(=O)(=O)N3CCOCC3)c2)c1 | -3.8 | -3.2 | 1.0 | 1.1 | 112.1 | 1.0 | 5.9 | -0.1 | -7.8 | -16.1 |
| O=C(NC1CCCc2ccccc21)C(Cc1ccccc1)NS(=O)(=O)c1cccs1 (configuration not stated) | 0.3 | 4.6 | 3.2 | -1.8 | 98.6 | -0.6 | 3.4 | 0.3 | 2.9 | 1.6 |
| COc1ccccc1C1=NC(c2ccc(F)cc2)N=C1C (configuration not stated) | 7.5 | -7.6 | -14.9 | 2.9 | 101.9 | -0.8 | -0.2 | 2.0 | 4.3 | -4.7 |
| CCOc1cc(C(=O)Nc2ccc(F)cc2)cc(Br)c1OC | 6.2 | -16.4 | -6.4 | -0.4 | 88.0 | 4.6 | -7.3 | 7.3 | -28.7 | 2.3 |
| Nc1c(C(=O)N2CCOCC2)sc2nc(N3CCOCC3)c3c(c12)CCCC3 | 2.8 | 17.1 | 2.1 | 2.7 | 106.9 | -1.2 | -7.3 | 1.8 | 6.5 | -8.0 |
| CCOc1c(C)cnc2c1c(=O)n(Cc1ccccc1F)c(=O)n2C | 1.6 | 17.2 | -4.7 | 1.1 | 98.0 | -1.2 | -1.5 | -15.3 | 6.0 | -4.5 |
| COc1ccc(-c2cn[nH]c2N)cc1OC | 2.0 | -6.8 | 1.0 | -2.8 | 96.2 | -0.2 | 5.5 | 16.2 | 1.2 | -2.4 |
| CCC(C)(C)c1nnc(NC(=O)C2CCN(C(=O)c3ccco3)CC2)s1 | 6.1 | -4.0 | 1.0 | 1.4 | 95.5 | -1.2 | 0.2 | 23.5 | 7.7 | -5.3 |
| COc1ccc(-n2ncc3c(NCc4ccc5c(c4)OCO5)ncnc32)cc1 | -3.4 | -13.8 | 1.4 | 4.5 | / | 4.9 | -6.4 | -2.0 | -24.7 | 1.9 |
| COC(=O)[C@@H](NC(=O)/C=C/c1ccc(OC)cc1)C(C)C | -2.9 | -15.5 | -0.3 | -0.2 | 103.0 | -2.5 | -6.6 | 5.0 | 12.4 | 3.6 |
| Nc1nonc1-n1nnc(C(=O)N/N=C/c2ccc(Cl)cc2Cl)c1CN1CCCCC1 | 2.1 | -15.5 | -1.2 | -0.1 | 108.1 | 2.8 | -3.0 | -0.1 | -23.0 | -0.1 |
| COc1cccc(CNCc2ccccn2)c1OC | 1.3 | -18.3 | 3.4 | 2.8 | 89.0 | -2.8 | -7.4 | 0.1 | 15.7 | 9.6 |
| C=CCOc1ccc(CNC(C)(C)C)cc1OC | 3.3 | -20.0 | 2.2 | 7.9 | 79.8 | -2.4 | -1.7 | -7.5 | 13.6 | -5.1 |
| Cc1ccc(C)c(NC(=S)NCC(c2cccnc2)N2CCOCC2)c1 (configuration not stated) | 4.1 | -14.2 | 2.3 | 3.9 | 104.2 | 0.1 | -1.5 | 14.1 | -0.3 | -7.3 |
| O=C(COc1ccc(Cl)cc1)Nc1ncc([N+](=O)[O-])s1 | -0.6 | 28.8 | 2.5 | 0.7 | 100.7 | 2.2 | -10.2 | 6.6 | -10.7 | 4.0 |
| CC(C)(C)NC(=O)C1CCC(C)(C(=O)O)C1(C)C (configuration not stated) | 4.8 | -6.9 | -0.8 | 2.9 | 102.5 | -1.2 | 6.8 | 4.6 | 5.8 | 2.8 |
| CN(CC(=O)Nc1ccc(F)cc1)C(=O)c1ccc(-c2ccc(F)cc2)o1 | -2.3 | / | -1.5 | / | 104.4 | / | -8.1 | / | / | -7.7 |
| COc1ccc(-c2nc(CCl)cs2)cc1OC | 1.0 | -17.3 | -5.0 | 6.2 | 104.5 | -0.4 | 3.2 | 54.3* | 2.2 | 1.4 |
| Cc1cc(C)n2c(Nc3ccc4c(c3)OCCO4)c(-c3ccc(C)o3)nc2n1 | -1.8 | -36.7 | 3.8 | 13.1 | 98.9 | -0.4 | -5.1 | 4.7 | 2.0 | 1.8 |
| COc1ccc(S(=O)(=O)NC2CC(C)(C)NC(C)(C)C2)cc1C(C)C | -4.3 | -11.0 | -5.8 | 2.1 | 101.2 | 1.0 | 2.7 | -8.8 | -5.4 | 0.4 |
| O=c1c2ccccc2ncn1Cc1ccc2c(c1)OCO2 | 0.7 | 4.5 | -0.7 | -5.8 | 99.4 | -1.3 | -0.8 | 2.4 | 6.4 | -2.3 |
| Cn1c(SCC(=O)NCc2ccc(F)cc2)ncc(C(=O)Nc2ccccc2)c1=O | -2.2 | -21.4 | -0.3 | 7.1 | 100.5 | 2.1 | 11.2 | 2.3 | -13.4 | 3.4 |
| COC(=O)c1c(-c2cccs2)csc1NC(=O)CN1CCOCC1 | 0.7 | -41.9 | -5.2 | -1.8 | 108.2 | -1.2 | -8.3 | -6.2 | 7.0 | -5.1 |
| Cc1ccc(CNC(=O)CCS(=O)(=O)c2cc(Br)cc3c2N(C(=O)C2CC2)CC3)o1 | 2.5 | 15.8 | -0.9 | 6.5 | 110.5 | -0.8 | -1.3 | -7.6 | 3.1 | -7.6 |
| Cc1ccc(NC(=O)CSc2ccccc2NC(=O)c2cccc(Cl)c2)cc1Cl | -2.1 | -10.8 | -2.3 | 4.7 | / | -0.4 | 8.6 | 0.2 | 1.9 | -0.7 |

Some values from above:
COC(=O)[C@@H](NC(=O)/C=C/c1ccc(OC)cc1)C(C)C in V-ATPase pH shows -2.9
Cc1ccc(NC(=O)CSc2ccccc2NC(=O)c2cccc(Cl)c2)cc1Cl in DAGLB inh shows -2.3
C=CCOc1ccc(CNC(C)(C)C)cc1OC in V-ATPase pH shows 3.3
